# TSHR antagonist: blocks TSH signaling through the human TSH receptor; P16473; TSHR-expressing cells, TSH-stimulated cAMP HTRF, 2 h; stronger effect = lower value; activity change, negative = inhibition, % at 11.5 µM; hit rate 0.2% among 330,000; AID 504810;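 active = activity change below a set negative limit, meaning inhibition stronger than a set level, cut at about -70% in these data; inconclusive = activity change between two set negative limits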; also: % is scaled to controls: 0 for no effect and ±100 for the full control effect
#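 Competitive HTRF cAMP read-out (cryptate anti-cAMP antibody, cAMP-d2; 30 min, room temperature) in freshly harvested TSHR cells. Compounds added before TSH at EC80 (4nM final), followed by 2 hours' incubation at 37 deg C.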
# TCR act: activators of T cell receptors. primary human leukocytes, anti-CD3, IL-2 HTRF, 48 h. Potency, µM (top dose mostly 9.22 µM), for the others: top-dose activation of IL-2 secretion, hits mostly activators. 330,000 tested, under 10 active; also: % of control where 0% means no effect
#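 TCR engagement came from a-CD3 beads alone, with compounds added to primary human leukocytes for 48 hr. Secreted IL-2 bridged europium cryptate- and d2-labelled anti-IL-2 antibodies, giving FRET emission at 665nm after 320nm excitation.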
# Menin MLL FP TR: displaces Texas Red mutant MLL peptide from human menin; O00255; Menin + Texas Red MLL mutant peptide, fluorescence polarization; Potency, µM (doses to about 61.6 µM), inactives show at the top dose FP activity change, negative = inhibition, usual class: inhibitors; hit rate 0.23% among 270,000; AID 1768; active = well fitted inhibition curve with a large enough effect in the polarisation, with a control signal flat, not every such curve was filed as active; inconclusive = small, poorly fitted or top-dose-only effect, or effect the other way, or a change in a side signal; inactive = no such curve, though single readings can be large or run the other way; the % refers to the polarisation; also: potency is read from the fitted curve at half-maximal effect; % of control where 0% means no effect; many of its hits are not listed in these tables
# TSG101-PTAP inh: blocks PTAP/TSG101 interaction to inhibit HIV-1 budding | Potency, µM (top dose mostly 115 µM), for the others: at the top dose activity change, negative = inhibition, usual class: inhibitors | Fluorescence polarization, FITC-PTAP peptide / Tsg101 binding | 340,000 tested, under 10 active | AID 493005; active = well fitted inhibition curve with a large enough effect in the main read-out, with a control signal flat, not every such curve was filed as active; inconclusive = small, poorly fitted or top-dose-only effect, or effect the other way, or a change in a side signal; inactive = no such curve, though single readings can be large or run the other way; also: potency is read from the fitted curve at half-maximal effect; % of control where 0% means no effect
#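 Tsg101 binding domain (10 uM final) was mixed with compound and a FITC-labeled PTAP peptide (50 nM final) in HEPES pH 7.5 buffer with NaCl, Tween 20, EDTA and TCEP; fluorescence polarization was read after 20 min at r.t.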
# MBNL1-CUG inh: blocks human MBNL1 binding to CUG repeat RNA | Q9NR56 | TR-FRET MBNL1-His/biotin-(CUG)12 binding, 665/545 ratio | Potency, µM (titrated, usually from 57.5 µM), for the others: top-dose activity change, negative = inhibition, hits mostly inhibitors | hit rate 0.036% among 280,000 | AID 2675; active = well fitted inhibition curve with a large enough effect in the signal ratio, with a control signal flat, not every such curve was filed as active; inconclusive = small, poorly fitted or top-dose-only effect, or effect the other way, or a change in a side signal; inactive = no such curve, though single readings can be large or run the other way; the % refers to the signal ratio; also: potency is read from the fitted curve at half-maximal effect; % is scaled to controls: 0 for no effect and ±100 for the full control effect
#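 TR-FRET readout: Ex 340 nm, 665/545 nm emission ratio, normalized to buffer-only (basal) and MBNL1-(CUG)12 controls. Complex of MBNL1-His with Biotin-(CUG)12, compounds 92 nM–58 uM, incubated 60 min at room temperature.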
# Mito fusion act: blocks mitochondrial division or promotes mitochondrial fusion | S. cerevisiae fusion-defective mutant growth rescue, CellTiterGlo 48 h | Potency, µM (highest dose often 46.1 µM), for the others: top-dose growth rescue (activation), usual class: activators | hit rate 0.23% among 320,000 | AID 485298;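 also: potency is read from the fitted curve at half-maximal effect; % of control where 0% means no effect; nearly all actives have a fitted effect of over 45% in size; temperature-sensitive fusion mutants such as fzo1-1 at 37 °C on non-fermentable ethanol glycerol medium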
#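 Yeast fusion mutant, YPEG (non-fermentable carbon), compound, 48 h at 37C non-permissive; CellTiterGlo added, 10 min RT, luminescence read. Rescued growth = division inhibition.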
# CXXC DNA block: blocks binding of human MLL CXXC domain to DNA. Q03164. MLL-CXXC / FITC-HOXA9 DNA fluorescence polarization. Potency, µM (titrated, usually from 115 µM), inactives show at the top dose activity change, negative = inhibition, hits mostly inhibitors. hit rate 0.037% among 290,000; active = well fitted inhibition curve with a large enough effect in the polarisation, with a control signal flat, not every such curve was filed as active; inconclusive = small, poorly fitted or top-dose-only effect, or effect the other way, or a change in a side signal; inactive = no such curve, though single readings can be large or run the other way; the % refers to the polarisation; also: potency is read from the fitted curve at half-maximal effect
# Target sequence (Q03164 whole entry, looked up, the tested form may be a part): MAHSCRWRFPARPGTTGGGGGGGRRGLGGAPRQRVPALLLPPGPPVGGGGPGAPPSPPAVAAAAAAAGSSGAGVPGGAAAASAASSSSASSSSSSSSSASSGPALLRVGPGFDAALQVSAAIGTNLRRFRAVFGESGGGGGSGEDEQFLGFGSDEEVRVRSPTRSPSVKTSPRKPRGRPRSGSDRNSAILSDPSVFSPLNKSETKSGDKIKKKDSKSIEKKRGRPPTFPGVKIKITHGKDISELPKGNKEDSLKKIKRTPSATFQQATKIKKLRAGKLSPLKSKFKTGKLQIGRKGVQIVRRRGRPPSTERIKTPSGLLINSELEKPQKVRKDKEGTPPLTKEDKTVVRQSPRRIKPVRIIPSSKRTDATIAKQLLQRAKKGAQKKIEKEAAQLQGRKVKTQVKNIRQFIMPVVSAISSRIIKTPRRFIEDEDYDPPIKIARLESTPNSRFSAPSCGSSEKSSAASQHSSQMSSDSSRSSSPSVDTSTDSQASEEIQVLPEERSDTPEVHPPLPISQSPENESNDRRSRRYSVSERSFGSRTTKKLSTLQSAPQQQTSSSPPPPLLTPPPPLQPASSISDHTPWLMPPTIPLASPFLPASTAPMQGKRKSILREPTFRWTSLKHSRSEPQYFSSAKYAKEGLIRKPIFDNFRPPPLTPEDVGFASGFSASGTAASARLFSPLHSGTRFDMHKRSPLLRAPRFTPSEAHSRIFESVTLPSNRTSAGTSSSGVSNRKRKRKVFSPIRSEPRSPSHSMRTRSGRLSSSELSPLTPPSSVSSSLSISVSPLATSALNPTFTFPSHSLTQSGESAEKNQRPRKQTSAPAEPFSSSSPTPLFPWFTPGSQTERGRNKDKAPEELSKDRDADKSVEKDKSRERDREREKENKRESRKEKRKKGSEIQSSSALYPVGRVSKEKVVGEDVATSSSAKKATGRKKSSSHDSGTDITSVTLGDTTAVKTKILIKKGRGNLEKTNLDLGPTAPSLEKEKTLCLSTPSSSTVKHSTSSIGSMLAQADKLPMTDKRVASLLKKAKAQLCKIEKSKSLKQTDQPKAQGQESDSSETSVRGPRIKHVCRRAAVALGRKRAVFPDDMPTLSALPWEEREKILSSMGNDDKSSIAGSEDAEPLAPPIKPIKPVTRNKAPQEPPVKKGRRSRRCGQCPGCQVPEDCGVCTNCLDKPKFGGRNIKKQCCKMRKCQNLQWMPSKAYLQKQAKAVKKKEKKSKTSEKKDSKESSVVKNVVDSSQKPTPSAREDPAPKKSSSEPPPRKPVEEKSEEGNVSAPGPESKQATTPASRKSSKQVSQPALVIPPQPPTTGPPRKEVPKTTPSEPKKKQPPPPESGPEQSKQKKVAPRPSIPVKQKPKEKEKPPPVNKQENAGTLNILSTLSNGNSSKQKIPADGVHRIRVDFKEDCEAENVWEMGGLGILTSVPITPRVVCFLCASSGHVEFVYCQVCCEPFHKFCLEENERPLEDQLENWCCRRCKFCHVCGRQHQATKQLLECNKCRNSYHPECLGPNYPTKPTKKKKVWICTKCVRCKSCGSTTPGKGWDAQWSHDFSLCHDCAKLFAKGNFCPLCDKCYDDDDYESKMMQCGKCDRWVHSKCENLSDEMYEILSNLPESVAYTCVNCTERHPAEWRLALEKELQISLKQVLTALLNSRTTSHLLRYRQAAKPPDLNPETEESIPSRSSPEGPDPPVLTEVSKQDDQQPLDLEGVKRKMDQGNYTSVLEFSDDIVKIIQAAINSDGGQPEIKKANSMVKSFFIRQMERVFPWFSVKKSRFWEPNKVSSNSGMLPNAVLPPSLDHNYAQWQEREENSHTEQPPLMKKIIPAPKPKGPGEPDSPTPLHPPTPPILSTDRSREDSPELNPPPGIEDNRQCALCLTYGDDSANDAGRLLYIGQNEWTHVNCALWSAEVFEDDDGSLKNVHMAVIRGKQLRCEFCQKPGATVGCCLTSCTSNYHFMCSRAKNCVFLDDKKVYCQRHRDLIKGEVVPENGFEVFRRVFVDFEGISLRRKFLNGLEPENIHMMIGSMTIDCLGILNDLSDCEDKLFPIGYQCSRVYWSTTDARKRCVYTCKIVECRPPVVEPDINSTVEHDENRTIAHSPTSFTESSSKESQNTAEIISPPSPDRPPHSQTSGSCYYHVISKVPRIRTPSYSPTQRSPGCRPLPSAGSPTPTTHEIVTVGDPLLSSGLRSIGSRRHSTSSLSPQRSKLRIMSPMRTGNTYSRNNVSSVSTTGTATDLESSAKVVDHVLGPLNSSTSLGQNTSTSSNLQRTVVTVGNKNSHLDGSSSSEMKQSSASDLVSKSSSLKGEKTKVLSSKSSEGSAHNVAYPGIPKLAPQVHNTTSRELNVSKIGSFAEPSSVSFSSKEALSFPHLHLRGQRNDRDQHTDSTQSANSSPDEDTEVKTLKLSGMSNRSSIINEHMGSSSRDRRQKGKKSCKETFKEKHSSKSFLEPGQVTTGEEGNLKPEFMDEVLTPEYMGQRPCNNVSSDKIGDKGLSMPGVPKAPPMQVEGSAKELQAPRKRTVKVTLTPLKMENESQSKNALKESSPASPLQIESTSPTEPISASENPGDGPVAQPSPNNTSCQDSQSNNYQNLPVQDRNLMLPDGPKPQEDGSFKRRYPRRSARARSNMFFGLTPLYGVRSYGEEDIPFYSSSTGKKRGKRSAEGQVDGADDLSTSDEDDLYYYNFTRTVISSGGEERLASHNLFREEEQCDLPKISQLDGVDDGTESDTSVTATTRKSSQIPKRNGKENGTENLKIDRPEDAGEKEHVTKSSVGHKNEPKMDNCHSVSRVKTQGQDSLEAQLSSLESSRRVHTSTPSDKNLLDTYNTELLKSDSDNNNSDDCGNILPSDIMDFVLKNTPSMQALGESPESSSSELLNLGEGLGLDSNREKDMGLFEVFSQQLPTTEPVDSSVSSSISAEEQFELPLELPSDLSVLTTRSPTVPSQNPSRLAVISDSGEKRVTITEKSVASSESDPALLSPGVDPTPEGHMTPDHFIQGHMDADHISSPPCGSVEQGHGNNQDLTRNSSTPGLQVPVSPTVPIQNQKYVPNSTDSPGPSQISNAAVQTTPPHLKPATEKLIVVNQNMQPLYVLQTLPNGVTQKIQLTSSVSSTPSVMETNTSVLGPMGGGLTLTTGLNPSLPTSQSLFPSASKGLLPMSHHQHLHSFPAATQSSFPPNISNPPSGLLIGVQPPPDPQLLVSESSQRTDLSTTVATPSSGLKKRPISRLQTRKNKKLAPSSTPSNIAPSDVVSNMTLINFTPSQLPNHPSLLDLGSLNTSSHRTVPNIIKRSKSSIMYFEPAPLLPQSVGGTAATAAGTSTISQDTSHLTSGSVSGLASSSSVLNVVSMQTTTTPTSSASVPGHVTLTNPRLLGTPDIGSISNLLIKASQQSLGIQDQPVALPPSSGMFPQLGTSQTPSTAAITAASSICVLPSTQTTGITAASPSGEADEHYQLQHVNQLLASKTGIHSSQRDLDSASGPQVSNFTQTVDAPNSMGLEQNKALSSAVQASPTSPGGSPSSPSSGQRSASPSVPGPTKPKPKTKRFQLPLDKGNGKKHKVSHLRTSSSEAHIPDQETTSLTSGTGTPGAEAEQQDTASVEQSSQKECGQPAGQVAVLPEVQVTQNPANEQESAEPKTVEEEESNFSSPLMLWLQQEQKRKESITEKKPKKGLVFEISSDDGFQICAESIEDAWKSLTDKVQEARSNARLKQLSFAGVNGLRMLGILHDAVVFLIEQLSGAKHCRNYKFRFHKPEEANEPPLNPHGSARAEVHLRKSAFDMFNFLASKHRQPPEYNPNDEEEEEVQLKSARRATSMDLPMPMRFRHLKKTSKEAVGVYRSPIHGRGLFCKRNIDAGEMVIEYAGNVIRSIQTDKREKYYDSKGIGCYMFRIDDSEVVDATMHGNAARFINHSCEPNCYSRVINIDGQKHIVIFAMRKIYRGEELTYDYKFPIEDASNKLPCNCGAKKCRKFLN
#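 Steps: dispense CXXC domain solution (7 uM) → pin compounds or unlabeled HOX-A9 DNA control → 5 min ambient → add FLSN-HOX-A9 solution (50 nM) → spin → 30 min ambient → fluorescence polarization. Tris pH 7.5/NaCl/DTT/BSA buffer.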
# A-T KAP1 phos: potential ataxia-telangiectasia treatments restoring KAP-1 phosphorylation. […] A-T fibroblasts, KAP-1 phosphorylation AlphaLISA; neocarzinostatin DNA damage 30 min before lysis. Potency, µM (series often up to 57.5 µM), without a hit: at the highest dose activation, hits mostly activators. hit rate 0.19% among 320,000; also: potency is read from the fitted curve at half-maximal effect; % of control where 0% means no effect; nearly all actives have a fitted effect of over 45% in size
#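 ATM-like activity read as KAP-1 phosphorylation via AlphaLISA donor/acceptor antibody pairs after lysis and 6 hr at 25C. Cells were ATM-null patient fibroblasts ([…], hTERT), dosed 60 min, then exposed to the DSB inducer NCS for 30 min.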
# Integrin act MD: activators of alpha7 integrin expression for muscular dystrophy. AID 624291. hit rate 0.064% among 350,000. Potency, µM (top dose mostly 38.3 µM), for the others: top-dose activation, actives largely listed as activators. alpha7betagal myoblasts, beta-gal FDG fluorescence, 48 h;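 also: potency is read from the fitted curve at half-maximal effect; 100% = response of the positive control SU9516; nearly all actives have a fitted effect of over 60% in size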
#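 alpha7betagal+/- myoblasts (passage 13, 250/well) treated 48 h at 37C with compounds at 1:260 dilution of DMSO stock. Lysed, then beta-galactosidase activity read as FDG fluorescence (ex 480/em 540) after 30 min, with pre-read for autofluorescence.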
# ASM inhibitor: inhibitors of human secretory acid sphingomyelinase | Potency, µM (series often up to 57.5 µM), for inactives: at the top dose activity change, negative = inhibition, usual class: inhibitors | P17405 | AID 504937 | placental ASM, HMU-PC fluorogenic substrate, 60 min | hit rate 0.006% among 340,000; also: potency is read from the fitted curve at half-maximal effect
#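 Fluorescence read-out (Ex 386 nm, Em 447 nm) after stopping the reaction at pH 10. Enzyme: ASM from human placenta; substrate HMU-PC0, 9 uM final; 60 min, 37 °C. Compound preincubation 10 min, ambient temperature.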
# Starred values were filed as active, the others as inactive; ? = inconclusive; / = not tested or not shown; [ ] = another dose, or the depositor's remark. Unless noted, calls follow the shape of the dose curve; as a rule, active = well fitted curve in the direction sought with a large enough effect; inconclusive = small, poorly fitted or top-dose-only effect, or another doubt; inactive = no such curve, though single readings can be large; an effect the other way counts as inactive or inconclusive. This is a subset, so the mix of outcomes need not match the whole.
canonical_smiles,TSHR antagonist,TCR act,Menin MLL FP TR,TSG101-PTAP inh,MBNL1-CUG inh,Mito fusion act,CXXC DNA block,A-T KAP1 phos,Integrin act MD,ASM inhibitor
COc1ccc(-n2nnc3c(=O)n(CC(=O)OCc4ccccc4)cnc32)cc1,-6,6%,7%,1%,4%,-2%,2%,12%,2%,-3%
c1ccc2c(c1)ccc1ccccc12,0,18%,/,0%,/,/,/,2%,0%,-5%
O=C(NCCCl)Nc1cccc(Br)c1,3,/,6%,-6%,-7%,3%,-28%,-1%,2%,2%
Cc1ccccc1C(=O)c1c[nH]c(C(N)=O)c1,5,-4%,-1%,0%,1%,-3%,-7%,-5%,11%,-4%
CCNS(=O)(=O)c1ccc(CCC(=O)NCc2cccnc2)cc1,5,-3%,-12%,0%,-5%,3%,-4%,7%,13%,-1%
COc1ccccc1NC(=O)CSc1nnc(C2CCCCC2)n1-c1ccccc1,1,1%,/,-1%,1%,5%,-6%,-3%,2%,1%
N#C/C(=C/c1ccc(-c2ccc(Br)cc2)o1)C(=O)NC1CCCCC1,-11,-6%,10%,-1%,/,?,5%,-5%,6%,74%[activator]
COc1ccc(CCNC(=O)CN(c2cc(C)cc(C)c2)S(=O)(=O)c2c(C)noc2C)cc1OC,-4,-1%,/,-3%,4%,-1%,5%,-4%,0%,5%
Cc1ccc(-n2c(Cc3cccn3C)nnc2SCC(=O)NC2CCCCC2)cc1,-7,-1%,-12%,-2%,4%,-4%,1%,-2%,-2%,0%
CCCCNC(=O)C1CCCN1C(=O)Nc1ccccc1 (stereo not drawn),0,0%[46.1 µM],-3%,-3%,-4%,0%,2%,1%,-6%,1%
CCOC(=O)C1(CCOC)CCN(Cc2cccc(OCc3ccccc3)c2)CC1,1,-7%,-1%,-2%,0%,-7%,-27%,-12%,-32%,2%
Cc1nc(N)sc1-c1csc(Nc2ccccc2)n1,1,-2%,19%,-7%,4%,-1%,3%,4%,24%,4%
C/C(=N\NC(=O)c1cc(-c2ccc(C)s2)nc2ccccc12)c1cccnc1,6,11%,/,-12%,?,-3%,-4%,1%,3%,284%[activator]
COc1ccc(CNC(=O)CN2CCC(NC(=O)c3cccc(OC)c3)CC2)cc1,/,-2%,/,2%,/,/,/,/,6%,-3%
CC1(C)Cc2nc(Cl)c(C(N)=O)cc2CO1,-7,9%,/,0%,/,-1%,-1%,5%,?,1%
Cc1ccc(CCNC(=O)CCSCc2ccc(Cl)cc2)cc1,-4,2%[46.1 µM],0%,-3%,1%,1%,3%,3%,3%,10%
Cn1cccc1/C=N/NC(=O)c1cccs1,-12,-2%,/,-1%,?,-1%,24%,-11%,21%,0%
COC(=O)c1cc(C(C)=O)n2ccccc12,-3,3%,-11%,-6%,-3%,4%,1%,-3%,24%,0%
Nc1cc(Cl)ccc1Nc1ccncc1,-2,1%,-11%,-3%,0%,6%,2%,-5%,?,2%
CC(=O)NCc1ccc(S(=O)(=O)N2CCN(S(=O)(=O)c3ccc4ccccc4c3)CC2)cc1,16,-2%,/,-3%,/,1%,/,-4%,25%,-3%
Cc1cccc(NC(=O)COC(=O)C2COc3ccccc3O2)c1C (stereo not drawn),-1,3%[46.1 µM],/,-4%,/,/,/,3%,-4%,0%
CC1CC(C)CN(C(=O)CCCn2c(=O)c3cccn3c3cccnc32)C1 (stereo not drawn),-6,-5%,/,-4%,-1%,4%,44%[activator],-9%,13%,-1%
O=C(CSc1ccccc1)Nc1ccc2c(c1)OCO2,3,4%,11%,-2%,-12%,-6%,-5%,0%,42%,-1%
NC(=S)N/N=C/c1ccc(-c2ccc(Cl)c(Cl)c2)o1,6,0%,?,0%,16%,13%,10%,3%,-32%,43%
CN(C)c1cccc(C(=O)NCC2CCCO2)c1 (stereo not drawn),-7,0%,2%,-5%,-2%,-1%,5%,5%,-17%,6%
O=C(O)CCN1C(=O)c2ccncc2C1=O,29,0%,9%,-2%,?,1%,13%,-4%,18%,-1%
CCCCNC(=O)Nc1c(C)cc(SC#N)cc1C,12,7%,-15%,-1%,-2%,?,4%,7%,41%,5%
O=C(NC1CC2CCCC(C1)N2C(=O)Nc1ccc(F)cc1)c1ccccc1 (stereo not drawn),13,1%,6%,1%,-3%,3%,-2%,12%,-1%,-1%
Cc1ccnn1C(C)C(=O)O (stereo not drawn),-3,-2%,6%,-5%,1%,2%,-1%,5%,?,0%
COc1cc2ccccc2cc1C(=O)NC1CCCCC1,15,0%,/,-2%,/,?,/,1%,0%,-1%
COc1ccc(NC(=O)COc2ccc3c(c2)OCO3)cc1,-15,-12%,0%,0%,-2%,0%,1%,8%,0%,-3%
CC(C)Oc1ccc(S(=O)(=O)N2CCOCC2)cc1NC(=O)CN1C(=O)NC2(CCCC2)C1=O,1,-7%,/,/,-6%,-1%,-7%,19%,22%,3%
Cc1cc(C)nc(NC(=NCCc2c[nH]c3ccccc23)NC(=O)Nc2ccc(Cl)c(Cl)c2)n1,-7,9%[46.1 µM],?,-3%,4%,4%,15%,3%,-26%,-2%
CCOc1ccccc1Nc1nnc(SCC(=O)Nc2nc(-c3ccc(OC)cc3)cs2)s1,-7,10%,?,-3%,5%,3%,5%,3%,5%,-2%
Cc1ccc(NC(=O)c2ccc(Cl)nc2)cc1S(=O)(=O)N1CCOCC1,-4,0%,/,1%,/,/,/,4%,0%,0%
O=C(CN1CCN(c2ccccn2)CC1)Nc1cc(F)ccc1F,-1,5%,6%,-10%,-2%,5%,2%,-3%,12%,-1%
COc1ccc(N2CCC(CNC(=O)Nc3ccc(C)c(C)c3)C2)cc1 (stereo not drawn),1,6%,-15%,-5%,20%,10%,26%,12%,13%,-21%
Cc1ccc(C(=O)NCC(=O)Nc2ccc(S(=O)(=O)Nc3cc(C)nc(C)n3)cc2)cc1,15,2%,/,-4%,/,/,/,4%,-6%,-1%
O=C(O)c1cccc([N+](=O)[O-])c1C(=O)Nc1ccc2ccccc2c1,0,0%,11%,-4%,11%,-4%,9%,-3%,13%,10%
NC(=O)c1cc2cc([N+](=O)[O-])ccc2oc1=O,-10,0%,2%,0%,?,3%,-3%,-3%,18%,-3%
O=C(Nc1ccccc1Cl)Nc1ccnn1C1CCN(C(=O)CCN2CCCO2)CC1,-13,2%,-10%,-3%,-13%,-10%,6%,-2%,21%,7%
COc1cccc(C(=O)NCCN2CCN(c3ccccc3)CC2)c1,11,-7%,-3%,2%,0%,0%,9%,-2%,-25%,1%
CC(=O)c1c(NC(=O)c2ccccc2)[nH]c(-c2ccccc2)nc1=S,-9,0%,?,27%,-2%,9%,12%,-4%,2%,3%
COc1cc(/C=N/Nc2ccc(Cl)c(C(=O)O)c2)ccc1OC(=O)c1cccs1,-4,-6%,?,-2%,0%,6%,77%[activator],1%,1%,?
C=C(C)Cn1c(SCC(=O)NCc2ccco2)nc2sc3c(c2c1=O)CCC3,-5,0%,-1%,-6%,1%,7%,-2%,-1%,-16%,-3%
Cn1c2ccccc2c2nnc(SCC(=O)Nc3cccc(C(=O)O)c3)nc21,4,4%,15%,1%,?,6%,8%,-2%,11%,-3%
CCN1CCN(c2ccc(Nc3ccnc4ccccc34)cc2)CC1,-12,2%,/,-4%,/,3%,/,-9%,-56%[inhibitor],-3%
COc1ccc(OC)c(NC=C2C(=O)OC3(CCCCC3)OC2=O)c1,9,1%,9%,-5%,-6%,-1%,-9%,3%,-1%,36%[activator]
COc1ccc(N2CCN(C(=O)CCNS(=O)(=O)c3ccccc3)CC2)cc1,-3,-22%,-11%,-4%,-5%,7%,-8%,-2%,-4%,9%
O=C(NCCCN1CCN(c2ccccc2)CC1)Nc1ccccc1C(F)(F)F,-1,6%,8%,-4%,-10%,4%,-3%,/,-34%,0%
COc1cccc(NC(=O)COC(=O)/C=C/c2ccc(Cl)cc2Cl)c1,-6,-7%[46.1 µM],13%,-1%,-1%,-5%,4%,-1%,-21%,-7%
